PAD4 FP inh: blocks human protein arginine deiminase 4. AID 485272. Q9UM07. 330,000 compounds, 0.41% hits. recombinant PAD4, RCA probe fluorescence polarization. inhibition, % at 6.36 µM;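 active = percent inhibition above a cutoff equal to the mean of all tested compounds plus 3 SD, cut at about 15% in these data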;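 also: 0% = PAD4 with RCA probe and DMSO and 100% = probe without PAD4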
PME-1 primary: PME-1 (human) inhibition. Q9Y570. recombinant PME-1, FP-Rh probe fluorescence polarization. inhibition, % at 5.9 µM. 320,000 compounds, 0.53% hits. AID 2130;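 active = inhibition above the campaign mean of all compounds plus 3 SD, cut at about 26% in these data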;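 also: competitive labeling of PME-1 active site by serine hydrolase directed probe; 0% = PME-1 with DMSO and 100% = wells lacking PME-1 enzyme; inhibitors block probe labeling so polarization falls and inhibition rises; many of its hits are not listed in these tables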
pPAFAH FP inh: inhibitors of human plasma PAF acetylhydrolase (pPAFAH) | Q13093 | inhibition, % at 3.39 µM | recombinant pPAFAH, FP-rhodamine probe fluorescence polarization | 330,000 compounds, 1.5% hits;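 active = inhibition above the mean inhibition across the screen plus 3 SD, cut at about 25% in these data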;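 also: inhibitors block binding of the rhodamine activity-based probe so polarization drops; 0% = enzyme with DMSO and 100% = wells lacking pPAFAH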
Target sequence (Q13093 whole entry, looked up): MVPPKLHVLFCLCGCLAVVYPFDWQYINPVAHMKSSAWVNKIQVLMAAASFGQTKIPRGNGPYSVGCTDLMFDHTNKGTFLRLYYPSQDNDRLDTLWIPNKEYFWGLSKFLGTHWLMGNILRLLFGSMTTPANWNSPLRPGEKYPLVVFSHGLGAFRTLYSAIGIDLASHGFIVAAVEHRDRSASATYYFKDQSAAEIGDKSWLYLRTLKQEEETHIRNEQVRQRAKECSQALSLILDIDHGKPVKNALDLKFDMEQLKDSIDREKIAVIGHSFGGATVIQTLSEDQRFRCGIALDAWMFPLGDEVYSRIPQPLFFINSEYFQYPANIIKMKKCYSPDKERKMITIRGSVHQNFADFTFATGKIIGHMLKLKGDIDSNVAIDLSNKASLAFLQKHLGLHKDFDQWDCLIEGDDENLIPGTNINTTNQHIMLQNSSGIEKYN
PAFAH2 inh: inhibitors of human PAFAH2; Q99487; recombinant PAFAH2, FP-rhodamine activity probe, fluorescence polarization; inhibition, % at 3.39 µM; 340,000 compounds, 0.99% hits; AID 492956;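 active = inhibition above the mean over all tested compounds plus 3 SD, cut at about 30% in these data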;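 also: inhibitors block probe labeling of enzyme so polarization drops; 0% = enzyme with DMSO and 100% = wells lacking PAFAH2 protein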
LYPLA1 counter: LYPLA1 (human) inhibition in PME1 counter-screen; O75608; recombinant LYPLA1, FP-Rh probe fluorescence polarization; AID 2174; 320,000 compounds, 0.16% hits; inhibition, % at 5.9 µM;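 active = inhibition above the mean of all tested compounds plus 3 SD, set per campaign, cut at about 14% in these data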;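 also: inhibitors block serine hydrolase probe labeling of LYPLA1 so polarization falls; 0% = enzyme with DMSO and 100% = wells lacking LYPLA1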
PAFAH1B2 inh: blocks human PAF acetylhydrolase 1b catalytic subunit 2. AID 492953. P68402. 340,000 compounds, 1.2% hits. recombinant PAFAH1B2, FP-rhodamine activity probe, fluorescence polarization. inhibition, % at 3.39 µM;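 active = inhibition above the mean of all tested compounds plus 3 SD, cut at about 24% in these data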;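 also: 0% = enzyme with DMSO and 100% = wells lacking PAFAH1B2; many of its hits are not listed in these tables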
GSTO1 inh: counter-screen for RBBP9 inhibitors: inhibitors of human GSTO1; P78417; recombinant GSTO1, activity-based probe fluorescence polarization; inhibition, % at 5.96 µM; 300,000 compounds, 1.1% hits; AID 1974;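 active = inhibition above the campaign mean inhibition plus 3 SD, cut at about 35% in these data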;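 also: 0% = GSTO1-1 with DMSO and 100% = wells lacking GSTO1-1 enzyme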
Target sequence (P78417 whole entry, looked up): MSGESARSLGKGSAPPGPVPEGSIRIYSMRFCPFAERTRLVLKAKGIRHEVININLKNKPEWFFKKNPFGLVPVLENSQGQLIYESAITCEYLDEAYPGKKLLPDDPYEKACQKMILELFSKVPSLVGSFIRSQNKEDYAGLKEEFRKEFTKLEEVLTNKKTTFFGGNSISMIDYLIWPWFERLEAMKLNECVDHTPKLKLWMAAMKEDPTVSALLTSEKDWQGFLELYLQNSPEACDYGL
PAFAH1B3 FP inh: PAFAH1B3 (human) inhibition | recombinant PAFAH1B3, FP-rhodamine probe, fluorescence polarization | inhibition, % at 3.39 µM | 340,000 compounds, 0.28% hits;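 active = inhibition above the screen-wide average of all tested compounds plus 3 SD, cut at about 25% in these data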;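 also: 0% = enzyme with DMSO only and 100% = wells lacking PAFAH1B3 protein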
Target sequence (Q15102 whole entry, looked up): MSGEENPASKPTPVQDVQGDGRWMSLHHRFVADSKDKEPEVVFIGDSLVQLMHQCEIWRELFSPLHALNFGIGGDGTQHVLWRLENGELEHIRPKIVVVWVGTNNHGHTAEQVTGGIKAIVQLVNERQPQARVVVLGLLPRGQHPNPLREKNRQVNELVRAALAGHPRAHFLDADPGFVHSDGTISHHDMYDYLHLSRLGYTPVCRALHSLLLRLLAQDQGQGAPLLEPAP
Fam108B counter: blocks mouse Fam108B hydrolase in RBBP9 counter-screen; inhibition, % at 9.51 µM; recombinant Fam108B, FP-Rh probe fluorescence polarization; 300,000 compounds, 0.33% hits;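 active = inhibition above the screen mean inhibition plus 3 SD, computed separately per campaign, cut at about 18% in these data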;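 also: inhibitors lower polarization as less probe binds the enzyme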
The depositor's hits bear a star; / = not tested or not shown. The list is partial; count on the stated rates, not on these rows.

SMILES | PAD4 FP inh | PME-1 primary | pPAFAH FP inh | PAFAH2 inh | LYPLA1 counter | PAFAH1B2 inh | GSTO1 inh | PAFAH1B3 FP inh | Fam108B counter
COc1ccccc1NC(=O)NCCN1CCNC1=O | -0.5 | 1.4 | 3.4 | -7.1 | 0.2 | -0.9 | 0.4 | 7.4 | 2.2
O=C1Nc2ccc(Br)cc2C1(O)c1ccc(F)cc1 (centres undefined) | 4.5 | 3.0 | 3.2 | -1.9 | 0.5 | 6.9 | 1.4 | -8.0 | -1.6
CCCOc1ccc(C(=O)NCC(c2cccs2)N(C)C)cc1 (centres undefined) | -5.3 | -0.1 | 2.3 | 4.5 | -1.4 | 1.6 | 2.4 | 7.5 | 1.3
Cc1ccc(N2CC(C(=O)NCCN3CCOCC3)CC2=O)cc1 (centres undefined) | -3.7 | 1.4 | 1.0 | 6.5 | -0.2 | 6.0 | 6.7 | 3.8 | -1.6
CC1(Br)C2CCCC1C2S(=O)(=O)c1ccccc1 (centres undefined) | -5.3 | -8.0 | -2.2 | 3.3 | 2.1 | 1.6 | 0.8 | 1.1 | -1.2
CCN(CC)S(=O)(=O)c1ccc(OC)c(-n2cnnn2)c1 | 0.4 | 1.5 | 1.4 | -3.1 | -3.7 | 3.9 | 9.8 | 5.5 | 1.8
COc1cccc(N2C(=O)CC(NNc3nc4ccccc4s3)C2=O)c1 (centres undefined) | -2.6 | 5.3 | 4.1 | -0.5 | 1.2 | 4.8 | 17.0 | 10.2 | 0.4
CCOCCCNC(=O)CSc1nc2nc(C)c(Cc3ccccc3)c(C)n2n1 | -2.2 | 5.0 | -2.1 | -0.1 | 0.2 | 3.0 | -9.1 | 7.2 | 1.4
O=C(NCc1ccc(F)cc1)C1CCCN(c2cnccn2)C1 (centres undefined) | -5.8 | 5.0 | -2.5 | -9.3 | 3.1 | -0.1 | 0.9 | 7.4 | -3.5
O=c1oc2ccccc2n1Cn1c(=O)oc2ccccc21 | -2.5 | 5.7 | -1.6 | 1.1 | -2.5 | 1.9 | -2.7 | 3.8 | 0.6
COc1ccc(C(=O)Oc2ccc(=O)n(-c3ccccc3)n2)cc1 | 5.9 | -7.3 | -1.0 | 4.8 | -2.3 | -2.1 | 4.0 | 3.0 | -5.9
COc1ccc(NC(=O)Cn2nnc(C(=O)NCc3cccc(OC)c3)c2N)cc1 | 2.8 | -6.9 | 1.9 | -0.7 | -1.1 | 1.4 | 9.2 | -4.0 | -0.2
COc1cccc(CCC(=O)O)c1OC | -8.2 | -4.4 | 2.6 | 4.0 | -1.6 | -4.2 | 0.7 | 7.5 | 2.7
CC(C)C(NC(=O)C(Cc1ccccc1)NC(=O)OCc1ccccc1)C(=O)O (centres undefined) | -7.2 | 1.1 | -1.2 | -12.6 | -0.8 | -2.2 | -1.7 | 6.2 | -1.9
Nc1ccc(-c2nc3c(ccc4ccccc43)[nH]2)cc1 | -2.4 | 12.1 | 17.3 | 11.3 | -3.1 | 1.3 | 12.2 | 15.8 | 8.1
O=c1c([N+](=O)[O-])cc(C(F)(F)F)cn1Cc1cccc(Cl)c1 | 1.0 | -5.7 | 4.1 | -2.2 | 0.6 | 3.3 | 9.0 | 2.8 | 1.8
NC1=NC(c2ccccc2Cl)n2c(nc3ccccc32)N1 (centres undefined) | 3.0 | -21.0 | 0.5 | 1.4 | -3.1 | 6.4 | -0.2 | 8.1 | -0.9
Nc1nonc1-c1nc2ccccc2n1CC(=O)N/N=C\c1ccc(-c2ccc(Cl)cc2)o1 | -2.7 | 3.1 | -5.2 | -14.6 | 0.4 | -12.6 | 0.7 | -14.4 | -23.4
COc1ccc(OC)c(C2C(C#N)=C(N)Oc3c2c(C)nn3-c2cccc(Cl)c2)c1 (centres undefined) | 34.7* | 3.9 | 10.7 | 0.1 | -2.4 | 4.0 | 20.3 | 1.1 | 3.9
c1ccn2cc(CSC3=NCCS3)nc2c1 | 1.8 | -9.3 | 2.9 | -12.4 | -5.4 | -3.5 | -1.1 | -0.8 | 4.5
COc1cccc(-n2cc(-c3ccc(F)cc3)[nH]c2=S)c1 | -0.2 | 0.2 | 3.5 | 0.3 | 1.8 | -0.1 | -0.3 | 9.4 | -2.8
CCN(CC)S(=O)(=O)c1cccc(-c2nnc(SCc3nnc(-c4ccccc4)o3)n2C)c1 | -4.8 | -2.1 | 8.4 | 6.3 | 4.0 | 6.0 | -2.8 | 3.4 | 7.2
COc1cccc(-n2nc3c(=S)[nH]nc(C)c3c2C)c1 | -3.7 | -3.5 | 1.8 | 9.5 | 3.9 | 1.7 | -6.5 | -2.1 | 3.0
O=C(O)CNS(=O)(=O)c1ccc2[nH]c(=O)c(=O)[nH]c2c1 | 2.4 | -5.8 | -0.1 | 0.9 | -5.2 | 4.5 | -6.3 | 13.7 | 1.2
O=S(=O)(NC1CCN(Cc2ccccc2)CC1)c1cccc(S(=O)(=O)N2CCOCC2)c1 | -0.2 | 2.8 | 1.8 | -4.8 | 1.4 | -3.0 | 21.3 | 8.3 | 0.5
OCCNc1nc(OCC(F)(F)F)nc(N2CCN(C34CC5CC(CC(C5)C3)C4)CC2)n1 | 6.4 | 0.8 | 3.0 | -4.0 | 1.7 | 8.4 | 0.1 | 7.0 | -2.0
Cc1ccc(C(=O)NCC(=O)OC(C)C(=O)NC2CCCCC2C)cc1C (centres undefined) | -2.6 | -0.9 | -1.0 | 5.1 | -1.9 | 1.9 | -7.8 | 3.5 | 2.1
O=C(COC(=O)Cc1ccccc1F)NCc1ccc(Cl)cc1 | -0.4 | / | 12.1 | -2.2 | / | 1.5 | / | 0.9 | /
O=C(NC1CCCCCC1)C1CCN(S(=O)(=O)c2cnc[nH]2)CC1 | -0.6 | -4.5 | 1.7 | -0.2 | 0.0 | 1.8 | 3.1 | 8.5 | -3.2
O=C(NC(Cc1ccccc1)C(=O)O)/C(=C/c1ccc([N+](=O)[O-])cc1)NC(=O)c1ccccc1 (centres undefined) | 0.6 | -3.4 | 3.2 | 3.5 | -0.8 | -0.3 | 0.5 | -10.9 | 1.1
CC(C)CCSc1nnc(Cn2c(=O)sc3ccccc32)n1C | 1.3 | -3.1 | 2.0 | -3.6 | 3.3 | 5.5 | 1.1 | 10.9 | 1.2
Cn1cc(C(=O)c2ccc(Cl)cc2Cl)cc1C(=O)N/N=C(\N)COc1cccc(C(F)(F)F)c1 | -2.0 | -3.7 | 8.5 | 2.1 | -4.0 | 1.2 | -45.7 | 2.0 | 2.9
O=S(=O)(N1CCCCC1)N1CCNCC1 | -8.4 | -5.0 | 3.5 | -1.3 | 1.5 | 0.5 | -0.5 | 9.5 | -3.0
CC(=O)C[C@@H](O)CC(=O)[C@@H]1OC(=O)CCCCCCCCc2ccccc21 | -0.4 | / | 3.5 | -3.5 | / | 28.4* | / | -10.7 | /
CCCC(=O)NC(c1ccc(Cl)cc1)c1ccc2cccnc2c1O (centres undefined) | 6.7 | 2.2 | 15.8 | 2.2 | -5.0 | -2.6 | 2.1 | 14.3 | -1.6
COc1cc(OC)cc(C(=O)O/N=C(\N)c2ccccn2)c1 | -1.6 | -1.4 | -0.2 | / | 2.0 | / | -5.4 | / | -0.6
CCCCOCC(O)Cn1c(C)nc2ccccc21 (centres undefined) | 0.7 | 0.1 | 3.8 | -0.9 | 1.5 | 1.1 | -0.7 | 1.2 | 1.7
COc1cc(OC)c2c(-c3cccc(-c4ccc(N(C)C)cc4)c3)cc(=O)oc2c1 | 0.6 | / | 10.5 | -5.8 | / | 4.9 | / | 8.1 | /
O=C(NC1CCCC1)C(c1ccccc1)N(Cc1ccccc1)C(=O)c1csnn1 (centres undefined) | 3.0 | -0.8 | 2.6 | -1.7 | 3.5 | 1.7 | 2.9 | 0.7 | -0.6
Cc1nc2c(-c3ccccc3)c(C)nn2c(C)c1CCC(=O)O | -1.9 | -0.6 | -4.7 | 3.9 | -4.4 | 1.9 | 11.1 | -2.4 | 1.7
COc1cc(-c2nnc(Sc3ccc(C(F)(F)F)cc3[N+](=O)[O-])o2)cc(OC)c1OC | -5.0 | 4.2 | 7.3 | 3.5 | 1.6 | 0.3 | 4.4 | 3.6 | 0.3
Fc1ccccc1Cc1noc(CN2CCN(Cc3ccc4c(c3)OCO4)CC2)n1 | 0.8 | 1.8 | 7.4 | 0.5 | -3.4 | -5.5 | 1.5 | 6.8 | 5.6
CCOc1ccc(NC(=O)CSc2nccn(-c3ccc4c(c3)OCCO4)c2=O)cc1 | -4.3 | -0.2 | 5.0 | 1.8 | -0.8 | -1.8 | 10.5 | -0.9 | 4.4
Cc1cccc(-c2cc3nc(C)cc(C)n3n2)c1 | -8.4 | 10.4 | -3.7 | -2.3 | -1.1 | 5.3 | -1.2 | 3.3 | -4.5
CCOc1ccc(-c2noc(CCCC(=O)NC3CCCC3)n2)cc1OC | -0.9 | 2.8 | 10.5 | -0.9 | 2.7 | 3.3 | -6.2 | -2.6 | 2.9
COc1ccccc1NS(=O)(=O)c1cc(NC(=O)Nc2ccccc2)ccc1N1CCCCC1 | -2.9 | -42.5 | -5.8 | -64.2 | -37.2 | -13.8 | -46.7 | -29.0 | -15.1
O=C(NCCCN1CCCC1=O)c1cc(=O)c2ccccc2o1 | 0.1 | -1.9 | 4.1 | 3.2 | 0.1 | 3.9 | 2.4 | 6.9 | -4.7
CCCc1cc(=O)[nH]c(SCCc2ccccc2)n1 | 1.3 | -5.7 | 11.0 | 4.4 | -0.9 | 2.9 | -1.9 | 1.5 | 0.8
CCN(Cc1ccccc1)C(=O)C1CCN(Cc2ccc(OC)c(OC)c2OC)CC1 | -1.8 | 6.4 | 0.9 | 1.8 | 1.7 | 9.8 | -4.3 | 9.5 | -3.5
COc1ccc(C)cc1NC(=O)NCc1ccccn1 | 4.8 | -3.1 | -1.0 | -3.9 | -3.6 | -5.8 | -1.1 | 6.1 | 3.6

Next part:
SMILES | PAD4 FP inh | PME-1 primary | pPAFAH FP inh | PAFAH2 inh | LYPLA1 counter | PAFAH1B2 inh | GSTO1 inh | PAFAH1B3 FP inh | Fam108B counter
CC(OC(=O)/C=C/c1ccc2ccccc2n1)C(=O)N(C)c1ccccc1 (centres undefined) | -3.3 | -5.1 | -0.5 | -5.5 | 1.3 | -0.3 | / | 5.9 | /
O=C(CN(C(=O)CCC(=O)Nc1nccs1)c1cccc(F)c1)NCc1ccc2c(c1)OCO2 | -3.1 | -0.8 | 1.4 | -4.1 | 1.1 | 3.7 | 1.1 | 7.1 | 1.3
CCOC(=O)c1ccc(NC(=O)CSc2nnnn2CCCO)cc1 | -3.0 | -6.2 | 1.5 | 6.1 | 0.2 | 5.8 | 1.1 | 4.1 | -1.4
CCOC(=O)C1CCCN(c2ncnc3c2oc2ccccc23)C1 (centres undefined) | -13.1 | 3.6 | 13.0 | 0.9 | 0.2 | -0.9 | -1.9 | 4.9 | 5.2
O=C(Nc1ccccc1)N1CCN(Cc2ccc3c(c2)OCO3)CC1 | -3.9 | -1.0 | 1.5 | 9.1 | 1.4 | 4.1 | 3.3 | 6.9 | 2.3

No new results follow: an excerpt of the list.
SMILES | PAD4 FP inh | PME-1 primary | pPAFAH FP inh | PAFAH2 inh | LYPLA1 counter | PAFAH1B2 inh | GSTO1 inh | PAFAH1B3 FP inh | Fam108B counter
O=C(CN(C(=O)CCC(=O)Nc1nccs1)c1cccc(F)c1)NCc1ccc2c(c1)OCO2 | -3.1 | -0.8 | 1.4 | -4.1 | 1.1 | 3.7 | 1.1 | 7.1 | 1.3
CCOC(=O)c1ccc(NC(=O)CSc2nnnn2CCCO)cc1 | -3.0 | -6.2 | 1.5 | 6.1 | 0.2 | 5.8 | 1.1 | 4.1 | -1.4
